# Screening results from PubChem.
# ELG1 DNA repair = blocks ELG1-dependent DNA repair in HEK293T cells | HEK293T ELG1-luciferase reporter, luminescence, 16 h; DNA damage induced by 5-fluorouridine | Potency, µM (titrated, usually from 46.1 µM), for the others: at the highest dose activity change, negative = inhibition, most hits filed as inhibitors | hit rate 2.3% among 330,000 | AID 504467; note: potency is the fitted concentration of half-maximal effect; % is set by controls: 0 for no effect and ±100 for the full control effect; nearly all actives have a fitted effect of over 55% in size
#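 Luminescence from the luciferase reporter, measured 30 min after ONE-Glo reagent at room temperature, was the read-out. Beforehand, 2,000 cells per well were exposed for 16 hr at 37 °C to 5-fluorouridine together with compound or vehicle.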
# MBNL1-CUG inh = inhibitors of human MBNL1 binding to CUG repeat RNA | Potency, µM (doses to about 57.5 µM), without a hit: top-dose activity change, negative = inhibition, usual class: inhibitors | TR-FRET MBNL1-His/biotin-(CUG)12 binding, 665/545 ratio | Q9NR56 | hit rate 0.036% among 280,000; active = well fitted inhibition curve with a large enough effect in the signal ratio, with a control signal flat, not every such curve was filed as active; inconclusive = small, poorly fitted or top-dose-only effect, or effect the other way, or a change in a side signal; inactive = no such curve, though single readings can be large or run the other way; the % refers to the signal ratio; note: potency is the fitted concentration of half-maximal effect; % is set by controls: 0 for no effect and ±100 for the full control effect
#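 Compounds (final 92 nM to 58 uM) are added to His-tagged MBNL1 and biotin-(CUG)12, then terbium anti-His antibody and streptavidin-XL665 (5 nM final). After 60 min at room temperature, the 665/545 nm ratio is read.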
# Mito fusion yeast = blocks mitochondrial division or promotes mitochondrial fusion. S. cerevisiae fusion-defective mutant growth rescue, CellTiterGlo 48 h. Potency, µM (series often up to 46.1 µM), without a hit: at the highest dose growth rescue (activation), most hits filed as activators. hit rate 0.23% among 320,000;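 note: potency is the fitted concentration of half-maximal effect; % of control where 0% means no effect; nearly all actives have a fitted effect of over 45% in size; temperature-sensitive fusion mutants such as fzo1-1 at 37 °C on non-fermentable ethanol glycerol medium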
#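 Growth-rescue viability read-out: after 48 h at the non-permissive 37C in glycerol/ethanol YPEG, yeast mitochondrial fusion mutants are measured by CellTiterGlo luminescence; compounds (23 nl pinned per well) restoring growth score as division inhibitors or fusion activators.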
# KCNH2 3.1 inh = KCNH2 3.1 (human) potassium channel inhibition; AID 720553; U2OS KCNH2 3.1, thallium flux FluxOr; active compounds read low; hit rate 0.95% among 340,000; activity change, % (tested at about 1.8 µM);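 active = maximum activity change below -70%; inconclusive = maximum activity change from -70% to -50%; inactive = maximum activity change above -50%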;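 note: thallium influx rate constant from kinetic fluorescence after stimulation buffer; % is set by controls: 0 for no effect and ±100 for the full control effect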
#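 Channel expression came from 3.1 mutant virus (1.77 x 10^8 /mL) applied to suspended U2OS cells for 4 h. Flux was tracked with FluxOr dye plus Red40 quencher, and kinetic rate constants normalized to controls.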
# PKM2 activator = increases activity of human pyruvate kinase M2; P14618; purified PKM2, Kinase-Glo ATP luminescence, activation; response scale: 0% is enzyme alone, no compound; Potency, µM (series often up to 57.5 µM), inactives show top-dose activation, actives largely listed as activators; hit rate 0.34% among 260,000; AID 1631; note: potency is the fitted concentration of half-maximal effect; % is set by controls: 0 for no effect and ±100 for the full control effect; nearly all actives have a fitted effect of over 55% in size
#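 Purified hPK-M2 (>95%) run at intermediate activity with 0.1 mM ADP and 0.5 mM PEP in 50 mM imidazole pH 7.2, KCl, MgCl2; 1 h room temperature. ATP formed read by Kinase-Glo luminescence; normalized to uninhibited and no-enzyme controls.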
# Menin MLL FP TR = menin-MLL binding inhibition, Texas Red mutant peptide. O00255. Menin + Texas Red MLL mutant peptide, fluorescence polarization. Potency, µM (titrated, usually from 61.6 µM), for inactives: at the top dose FP activity change, negative = inhibition, actives largely listed as inhibitors. hit rate 0.23% among 270,000; active = well fitted inhibition curve with a large enough effect in the polarisation, with a control signal flat, not every such curve was filed as active; inconclusive = small, poorly fitted or top-dose-only effect, or effect the other way, or a change in a side signal; inactive = no such curve, though single readings can be large or run the other way; the % refers to the polarisation; note: potency is the fitted concentration of half-maximal effect; % of control where 0% means no effect; many of its hits are not listed in these tables
# Target sequence (O00255 whole entry, looked up): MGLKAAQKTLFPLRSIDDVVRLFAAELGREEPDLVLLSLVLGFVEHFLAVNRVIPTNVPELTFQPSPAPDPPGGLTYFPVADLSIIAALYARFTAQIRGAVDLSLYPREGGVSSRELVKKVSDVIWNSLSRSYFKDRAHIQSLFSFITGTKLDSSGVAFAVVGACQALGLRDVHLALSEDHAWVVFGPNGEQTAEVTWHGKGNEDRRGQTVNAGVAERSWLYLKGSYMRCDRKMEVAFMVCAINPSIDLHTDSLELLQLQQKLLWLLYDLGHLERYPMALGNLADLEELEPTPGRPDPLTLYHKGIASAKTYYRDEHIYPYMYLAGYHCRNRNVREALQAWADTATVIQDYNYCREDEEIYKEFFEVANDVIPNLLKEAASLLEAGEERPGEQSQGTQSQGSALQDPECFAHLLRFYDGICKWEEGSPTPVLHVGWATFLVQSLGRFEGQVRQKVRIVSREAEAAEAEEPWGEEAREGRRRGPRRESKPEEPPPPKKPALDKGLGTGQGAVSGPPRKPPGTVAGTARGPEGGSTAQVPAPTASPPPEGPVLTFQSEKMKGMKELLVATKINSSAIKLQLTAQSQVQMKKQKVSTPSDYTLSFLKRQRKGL
# FLuc counter = firefly luciferase modulation, counter-screen for miR-21 project; AID 588342; Potency, µM (top dose mostly 57.5 µM), inactives show at the top dose activity change, negative = inhibition, most hits filed as inhibitors; P08659; hit rate 6.9% among 360,000; purified FLuc, Km substrates, luminescence inhibition;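 note: potency is the fitted concentration of half-maximal effect; plate controls were vehicle for no effect and reference inhibitor for full effect; nearly all actives have a fitted effect of over 55% in size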
#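 Purified P. pyralis luciferase (10nM final) with 10uM D-luciferin and 10uM ATP (Km levels) in 50mM Tris acetate pH 7.5, 10mM Mg acetate, 0.01% Tween-20, 0.05% BSA; qHTS 6-point titration, ~60 µM downward; luminescence read.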
# RORgamma inh = blocks mouse ROR gamma transcriptional activity; P51450; Drosophila S2 Gal4-RORgamma UAS-luciferase reporter, 20 h; Potency, µM (series often up to 53.6 µM), for inactives: top-dose activity change, negative = inhibition, usual class: inhibitors; hit rate 5.4% among 310,000; AID 2551; note: potency is the fitted concentration of half-maximal effect; % is set by controls: 0 for no effect and ±100 for the full control effect; nearly all actives have a fitted effect of over 60% in size
# Target sequence (P51450 whole entry, looked up, the tested form may be a part): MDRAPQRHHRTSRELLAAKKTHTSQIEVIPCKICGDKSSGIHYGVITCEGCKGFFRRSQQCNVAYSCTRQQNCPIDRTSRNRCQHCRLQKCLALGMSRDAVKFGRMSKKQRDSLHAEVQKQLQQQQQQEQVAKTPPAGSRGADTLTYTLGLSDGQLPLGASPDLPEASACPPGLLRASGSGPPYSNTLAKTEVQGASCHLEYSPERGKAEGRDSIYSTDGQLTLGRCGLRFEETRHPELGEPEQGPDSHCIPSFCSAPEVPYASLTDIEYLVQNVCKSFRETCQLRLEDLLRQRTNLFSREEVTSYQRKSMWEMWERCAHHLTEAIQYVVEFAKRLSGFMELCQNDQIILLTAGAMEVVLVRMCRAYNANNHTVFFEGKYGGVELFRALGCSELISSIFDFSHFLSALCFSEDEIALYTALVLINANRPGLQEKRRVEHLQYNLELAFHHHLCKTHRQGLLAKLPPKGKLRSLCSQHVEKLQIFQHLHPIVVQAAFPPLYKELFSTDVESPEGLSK
#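 A Gal4/UAS one-hybrid system in insect cells: metallothionein-promoter Gal4–ROR gamma fusion plus Photinus luciferase reporter. Copper sulfate 700 uM final, 20 hr ambient incubation, luminescent detection after 10 min with reagent.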
# NPC1 prom act = activates the NPC1 promoter | AID 485313 | hit rate 2.4% among 320,000 | Huh7 NPC1 promoter luciferase reporter, 24 h | Potency, µM (highest dose often 9.22 µM), for the others: at the highest dose activation, usual class: activators;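 note: potency is the fitted concentration of half-maximal effect; % of control where 0% means no effect; nearly all actives have a fitted effect of over 60% in size; reporter is driven by a mutant NPC1 promoter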
#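 Stable NPC1-promoter luciferase Huh7 line; cpd (DMSO) 24 h, 37 °C, 5% CO2; Amplite luciferase reagent 10 min RT; luminescence readout. qHTS format.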
# Rab9 promoter act = activates the Rab9 promoter. AID 485297. Huh7 Rab9 promoter-luciferase reporter, luminescence, 24 h. Potency, µM (titrated, usually from 9.22 µM), inactives show at the top dose activation, negative = inhibition, actives largely listed as activators. hit rate 2.8% among 320,000; note: potency is the fitted concentration of half-maximal effect; % of control where 0% means no effect; nearly all actives have a fitted effect of over 60% in size
#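 Promoter activation is measured as luciferase luminescence in Huh7 cells stably transfected with a Rab9 promoter–luciferase construct, following 24 h compound exposure at 37 °C and 10 min reagent incubation at ambient temperature.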
# VP16 counter = counter-screen for ROR gamma inhibitors: Gal4-VP16 reporter; Drosophila S2 Gal4-VP16 UAS-luciferase, luminescence, 20 h; Potency, µM (doses to about 53.6 µM), inactives show top-dose activity, negative = inhibition, usual class: inhibitors; hit rate 3.5% among 310,000;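 note: Gal4-VP16 expression switched on by copper sulfate through the metallothionein promoter; potency is the fitted concentration of half-maximal effect; % is set by controls: 0 for no effect and ±100 for the full control effect; nearly all actives have a fitted effect of over 50% in size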
# Active calls of the source: *; ? = inconclusive; / = no result given; & = joins results of further samples; ! = repeats disagree; [ ] = remark or other dose. Unless noted, calls come from the whole dose curve; as a rule, active = well fitted curve in the direction sought with a large enough effect; inconclusive = small, poorly fitted or top-dose-only effect, or another doubt; inactive = no such curve, though single readings can be large; an effect the other way counts as inactive or inconclusive.
SMILES,ELG1 DNA repair,MBNL1-CUG inh,Mito fusion yeast,KCNH2 3.1 inh,PKM2 activator,Menin MLL FP TR,FLuc counter,RORgamma inh,NPC1 prom act,Rab9 promoter act,VP16 counter
O=C(COC(=O)COc1ccccc1)Nc1ccccc1OC(F)F,9%,-1%,-1%,1,-5%,15%,-5%,-12%,-1%,0%,-4%
O=C(O)CCC(=O)N1CCc2c([nH]c3ccccc23)C1C(F)(F)F (stereo not given),-4%,-4%,12%,-85*,/,32%[activator],1%,4%,1%,-7%,-5%
CC1CC(C)CN(S(=O)(=O)c2ccc3c(c2)CCN3C(=O)CCC(=O)O)C1 (stereo not given),10%,7%,-1%,25,/,/,5%,-5%,-1%,-2%,-6%
COc1ccc(CNc2nc(SCc3cc(=O)n4cc(Cl)ccc4n3)nc3ccccc23)cc1,?,-10%,-4%,-16,1%,27%,-4%,-79%,-2%,-2%,-22%
CCN(CC)S(=O)(=O)c1ccc(Cl)c(NC(=O)COC(=O)C2CCCCC2)c1,26%,/,7%,-7,/,/,0%,/,-1%,-3%,/
CCOC(=O)c1[nH]c2cc3c(cc2c1NC(=O)CN1CCC(C)CC1)OCO3,-20%,10%,0%,20,-8%,15%,1%,-7%,2%,1%,-9%
Cc1cc(C)nc(SC2CCCCC2O)n1 (stereo not given),?,0%,3%,11,4%,30%,-3%,34%,1%,-3%,5%
N=c1sccn1CC(=O)Nc1cc(S(=O)(=O)N2CCCC2)ccc1Cl,0%,-5%,0%,4,3%,-10%,3%,-8%,-7%,2%,0%
NC(=O)CCC(NC(=S)Nc1ccccc1)C(=O)O (stereo not given),6%,1%,2%,-2,7%,/,-1%,-16%,-2%,9%,10%
COc1ccccc1/C=C/C(=O)OCCCN(C)C,11%,3%,-1%,-7,-26%,-25%,-2%,13%,2%,1%,5%
Cc1nc(NC(=O)COc2ccccc2)sc1C(=O)Nc1cccc(Cl)c1,?,12%,4%,6,-2%,?,-2%,?,15%,14%,8%
COc1ccc(CNC(=O)CCCn2nc(C)n3c(cc4sccc43)c2=O)cc1,-21%,-3%,4%,4,/,/,-11%&-14%,-21%,-5%,-5%,1%
CSc1nc(Cc2ccc(Cl)cc2)nc2ccccc12,-2%,9%,-1%,-17,-1%,4%,-7%,-25%,-1%,2%,1%
Clc1c(CSc2nc3ccccc3o2)nc2sccn12,?,9%,16%,-21,3%,18%,9.5µM*,?,1.6µM*,2µM*,-9%
CN(C)c1ccc(/C=C(/NC(=O)c2ccccc2)C(=O)NCCN2CCOCC2)cc1,2%,?,0%,-18,/,/,-5%,-1%,20%,0%,-2%
CC(=O)Nc1sc2c(c1C#N)CCCCC2,?,?,6%,-2,-21%,1%,?,?,15%,15%,-10%
Cc1cccc(CCNC(=O)CCc2nnc(CCc3ccccc3)o2)n1,?,2%,0%,12,0%,3%,-14%,2%,-2%,13%,-8%
COc1ccccc1Nc1nc(C)cs1,?,-3%&10%,-5%&-9%,-10&-24,-1%&8%,3%&27%,27µM*,11µM*!,-2%,7%&28%,?
CCCNC(=O)c1ccc(COc2ccc(Cl)cc2)o1,-3%,-5%,3%,-3,-1%[11.5 µM],2%,-3%,?,1%,-1%,-11%
COc1cccc(C(=O)NC(=S)Nc2nnn(C)n2)c1,25%,/,0%,-10,-13%,4%,1%,8.9µM*,-1%,-4%,11µM*
Cc1ccc(/C=N/NC(=O)Cc2ccc(O)cc2)s1,24%,?,2%,-10,-1%,2%,?,4%,15%,6%,6%
COc1cc(/C=N/NC(N)=O)cc(Br)c1OCc1ccc(C)cc1,-2%,4%,3%,3,-3%,-2%,1%,28%,-3%,-6%,-4%
COc1ccc(Cc2cnc(N)s2)cc1,16%,1%,4%,5,3%,-4%,-7%,7%,1%,-4%,0%
CCCc1nnc(NC(=O)C2CCCO2)s1 (stereo not given),?,6%,4%,-15,-1%,1%,-14%,-9%,19%,6%,3%
Cc1ccc(/C=N/N=C2/NC(=O)C(CC(=O)N3CCOCC3)S2)cc1 (stereo not given),7%,-12%,0%,5,2%,11%,?,6%,5%,-1%,4%

# Continued:
SMILES,ELG1 DNA repair,MBNL1-CUG inh,Mito fusion yeast,KCNH2 3.1 inh,PKM2 activator,Menin MLL FP TR,FLuc counter,RORgamma inh,NPC1 prom act,Rab9 promoter act,VP16 counter
COc1ccc(OCc2nnc(SC(C)C(=O)Nc3nccs3)n2-c2ccccc2)cc1 (stereo not given),?,-5%,3%,-10,-6%,1%,4%,9%,1%,-7%,1%
COc1cc(OC)c(OC)cc1/C=N/Nc1ccc(Cl)nn1,-1%,14%,-17%,-4,/,?,-4%,-10%,4%,?,-2%
Cc1ccc(-c2csc3ncnc(Nc4ccc(N5CCOCC5)cc4)c23)cc1,?,8%,4%,-2,?,-12%,-5%,-2%,-9%,-20%,-5%
Cc1oc(-c2ccc(Cl)cc2)nc1CN1CCCN(C(=O)c2ccco2)CC1,?,-14%,-4%,-34,-6%,-18%,-1%,3%,-2%,3%,12%
Cc1ccc(Cn2ccc(NC(=O)c3nn(C)cc3[N+](=O)[O-])n2)cc1,?,?,6%,-5,-6%,-3%,-6%,1%,7%,-1%,1%
CC(=O)Nc1ccc(C(=O)NNC(=O)c2ccccc2-n2cccc2)cc1,18%,/,-2%,-1,/,/,-7%,/,-5%,5%,/
Cn1c(CNC(=O)c2cccs2)nnc1SCC(=O)Nc1ccccc1,-2%,4%[11.5 µM],-4%,12,12%,-2%,-9%,1%,-2%,-4%,-4%
O=C(CSCc1cccc(Br)c1)N=Nc1c(O)[nH]c2ccccc12,-9%,?,-1%,0,-6%,?,-18%,0%,3%,4%,-17%
O=C(CCN1CCOCC1)N1CCc2c([nH]c3ccccc23)C1c1cccc(Cl)c1 (stereo not given),-11%,-1%,1%,?,3%,-7%,0%,7%,2%,-3%,-5%
COc1ccc(/C=C/C(=O)C2CC2)cc1Cn1nc(C)c([N+](=O)[O-])c1C,-1%,6%,-2%,-1,1%,?,14%,18%,0%,-13%,?
CC1CN(CCOc2ccccc2[N+](=O)[O-])CC(C)O1 (stereo not given),1%,4%,2%,-4,0%,-2%,0%,-9%,0%,-1%,0%[10 µM]
N#CC1=C(N)N=C(SCc2cccc3ccccc23)C(C(N)=O)C12CCCCC2 (stereo not given),?,0%,-7%,-7,9%,0%,4%,9%,-2%,-5%,6%
COc1cc(/C=N/NC(=O)C(N)=O)ccc1OCC(=O)N1C(C)CCCC1C (stereo not given),-21%,13%,16%,0,4%,-3%,-2%,15%,3%,-2%,-7%
Cc1ccc(Nc2nc(N)nc(CSc3nccn3C)n2)cc1,?,-5%,-3%,-5,-5%,-14%,9.5µM*,?,2.5µM*,1.6µM*,?
O=C(/C=C/c1ccc(Cl)c([N+](=O)[O-])c1)Nc1cccnc1,?,28%,0%,10,6%,?,-11%,17%,0%,-10%,-7%[0.365 µM]
CCc1nn(CC(=O)N2CCN(C)CC2)c(=O)c2cccn12,?,6%,-2%,1,-13%,-28%,-1%,-23%,-3%,-1%,-2%
CCCCN(CCCC)Cc1ccc(N)cc1,26%,-9%,3%,7,-6%,-24%,-1%,-8%,-3%,-6%,-9%
O=C(NCC1CCCO1)c1ccc(COc2ccccc2)o1 (stereo not given),24%,/,-12%,11,/,/,9%,/,-3%,0%,/
N[C@@H](Cc1c[nH]c2ccccc12)C(=O)O,1%,7%,-8%&7%,/,-3%,?,1%,-23%,3%[46.1 µM],0%[46.1 µM],6%
COc1cc(/C=C2\SC(N3CCC(C)CC3)=NC2=O)ccc1O,?,?,-16%,2,/,-19%,11µM*,-10%,9%,23%,-4%
O=C(CSc1nccn1Cc1ccco1)Nc1ccccc1,?,-2%,-4%,-1,-7%,/,-14%,15%,15%,13%,-17%
Clc1ccc2nc(C3CCN(Cc4ccccc4)CC3)[nH]c2c1,7%,8%,-8%,?,0%,-24%,3%,-14%,-1%,2%,-1%
COc1ccc(CNC(=O)c2ccc3c(=O)n(CCCN4CCCC4=O)c(=S)[nH]c3c2)cc1,?,2%,-12%,5,0%,-2%,?,3%,-1%,-6%,-2%[10 µM]

# An excerpt; the hit share may differ from the screen's.
